PHOSPHO1 block = PubChem AID 1565. inhibition, % at 13.3 µM. hit rate 1.1% among 290,000. Phosphoethanolamine/phosphocholine phosphatase (Homo sapiens), Q8TCT1. recombinant PHOSPHO1, absorbance phosphatase assay; in the data active = inhibition above about 60%
MEKK3 PB1 HTS = modulators of MEKK3-MEK5 PB1 binding, primary screen, biochemical, wildtype MEKK3, multiplex bead flow cytometry, Alexa488-MEK5 | Mitogen-activated protein kinase kinase kinase 3 (Homo sapiens), Q99759 | bead-based flow cytometry, Alexa488-MEK5 binding to MEKK3; actives lie on both sides; 0 = blocked by unlabeled MEK5, 100 = vehicle | binding response (% of control), % at 10 µM | hit rate 1.4% among 290,000 | AID 1529, 2009;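 active = binding response more than 3 SD above or below the average of its plate-row segment, actives on both sides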;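 note: Alexa488 bead fluorescence after subtracting the streptavidin-only scavenger bead signal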
IDE cell inh = human IDE inhibitors in live cells, primary screen, fluorescence polarization, HEK cells, FAbetaB substrate | Insulin-degrading enzyme (Homo sapiens), P14735 | FAbetaB cleavage | inhibition, % at 5.59 µM | hit rate 0.41% among 320,000;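 active = percent inhibition above the average of all tested compounds plus 3 SD, set per screening campaign, cut at about 16% in these data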;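 note: IDE supplied by intact live HEK cells; FP after avidin binding of uncleaved biotin substrate so inhibition keeps polarization high; 0% = DMSO wells and 100% = 60 µM reference IDE inhibitor Ii1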
IDE cell activ = human IDE activators in live cells, primary screen, fluorescence polarization, HEK cells, FAbeta-B substrate; AID 493087, 2011; activation, % at 5.96 µM; hit rate 0.073% among 340,000; FAbeta-B cleavage; 0% vehicle, 100% cell-free pure enzyme wells; Insulin-degrading enzyme (Homo sapiens), P14735;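 active = activation above the mean of all tested compounds plus 3 SD, set per screening campaign, cut at about 17% in these data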
GalR3 antag = GalR3 antagonists in HEK293 cells, primary screen, cell-based, fluorescence readout | Galanin receptor type 3 (Homo sapiens), O60755 | HEK293 GalR3-CNG cAMP membrane potential fluorescence; galR3 body fused to GalR1 C-terminus | inhibition, % at 3 µM | hit rate 0.44% among 360,000 | AID 651719, 2012;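 active = inhibition above the screen-wide average plus 3 SD, cut at about 13% in these data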;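 note: forskolin and galanin both at EC90 stimulate the cells; cAMP rise reported by CNG channel membrane potential dye signal; 0% = forskolin plus galanin with DMSO and 100% = forskolin alone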
pCIP destab = p/CIP-EGFP fusion destabilizers, primary screen, fluorescence, F442A cells; Q05BA5; 16 h; decrease of EGFP signal, % at 10 µM; hit rate 0.01% among 290,000; AID 1984, 2009;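 active = EGFP signal decrease of at least 30% at 10 µM or well 3 SD below plate mean, unless failing retest; inactive = the rest, including hits failing retest or dose response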; note: some compounds called inactive have numbers as strong as hits; many of its hits are not listed in these tables
Target sequence (Q05BA5 1-1403): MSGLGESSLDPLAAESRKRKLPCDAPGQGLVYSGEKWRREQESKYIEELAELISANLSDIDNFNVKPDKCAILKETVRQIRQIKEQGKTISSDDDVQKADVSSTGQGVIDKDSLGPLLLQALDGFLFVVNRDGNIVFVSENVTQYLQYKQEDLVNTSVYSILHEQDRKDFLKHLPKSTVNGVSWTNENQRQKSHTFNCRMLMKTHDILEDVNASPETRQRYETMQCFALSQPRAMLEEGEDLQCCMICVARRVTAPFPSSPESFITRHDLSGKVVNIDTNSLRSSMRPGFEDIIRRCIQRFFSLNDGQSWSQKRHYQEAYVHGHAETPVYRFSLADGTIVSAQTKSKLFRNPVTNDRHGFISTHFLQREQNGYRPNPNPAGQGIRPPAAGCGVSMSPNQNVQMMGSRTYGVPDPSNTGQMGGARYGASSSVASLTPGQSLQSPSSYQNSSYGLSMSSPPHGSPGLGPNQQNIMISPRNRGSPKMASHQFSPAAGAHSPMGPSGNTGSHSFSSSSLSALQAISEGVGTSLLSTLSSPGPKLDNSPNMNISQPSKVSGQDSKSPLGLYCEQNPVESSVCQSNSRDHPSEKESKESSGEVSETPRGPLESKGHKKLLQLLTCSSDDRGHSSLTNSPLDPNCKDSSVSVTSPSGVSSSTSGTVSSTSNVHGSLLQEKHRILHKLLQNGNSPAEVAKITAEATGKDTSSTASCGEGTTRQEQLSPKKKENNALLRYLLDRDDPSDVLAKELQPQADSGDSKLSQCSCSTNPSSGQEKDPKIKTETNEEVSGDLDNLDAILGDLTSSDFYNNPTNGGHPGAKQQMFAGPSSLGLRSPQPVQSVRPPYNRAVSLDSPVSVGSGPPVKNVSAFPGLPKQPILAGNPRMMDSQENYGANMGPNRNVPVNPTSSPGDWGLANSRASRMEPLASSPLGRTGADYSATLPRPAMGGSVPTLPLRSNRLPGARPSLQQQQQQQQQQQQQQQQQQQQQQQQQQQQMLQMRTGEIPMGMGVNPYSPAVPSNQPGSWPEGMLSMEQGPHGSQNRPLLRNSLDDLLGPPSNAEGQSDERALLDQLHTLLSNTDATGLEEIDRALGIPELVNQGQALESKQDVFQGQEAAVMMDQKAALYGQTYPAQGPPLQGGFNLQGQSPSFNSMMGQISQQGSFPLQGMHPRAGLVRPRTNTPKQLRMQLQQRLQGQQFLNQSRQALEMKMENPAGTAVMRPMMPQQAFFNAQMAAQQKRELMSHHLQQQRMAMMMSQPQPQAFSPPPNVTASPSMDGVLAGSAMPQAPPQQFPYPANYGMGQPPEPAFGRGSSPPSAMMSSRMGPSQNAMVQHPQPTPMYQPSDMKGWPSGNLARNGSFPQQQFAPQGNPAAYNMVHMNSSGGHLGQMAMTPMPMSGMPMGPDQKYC
CRFR2-BP ag = agonists of CRF-BP/CRF-R2 complex, primary screen, cell-based, HEK293, calcium dye fluorescence, uHTS | CRF-binding protein / CRF receptor 2 complex (human) | calcium dye fluorescence (FLIPR); percent of saturating CRF peptide response | activation, % at 13.2 µM | hit rate 0.46% among 350,000 | AID 588473, 2011;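 active = activation of at least 50%, plus an integration ratio under a set limit after plate pattern correction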;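 note: plate controls were neutral control wells without compound for no effect and CRF at EC100 for full effect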
CHRM4 PAM = human M4 muscarinic receptor positive allosteric modulators, primary screen, CHO-K1 cells, Fluo-8 calcium fluorescence; Muscarinic acetylcholine receptor M4 (Homo sapiens), P08173; AID 624126, 2012; CHO-K1 hM4/Gqi5, ACh EC20; 0% = ACh EC20, 100% = maximal ACh; hit rate 0.4% among 360,000; activation, % at 3 µM;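 active = activation above its plate's cutoff, the mean activation of sample wells plus 3 SD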; note: some results filed as inactive read as strong as hits
CRFR2-BP antag = antagonists of CRF-BP/CRF-R2 complex, primary screen, cell-based, HEK293, calcium dye fluorescence, uHTS | CRF-induced calcium fluorescence | inhibition, % at 11.8 µM | hit rate 0.59% among 350,000;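 active = inhibition of the ligand-induced calcium signal above about 50% at the single tested concentration, limit read from the data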
* hit, by the source's call; . = not tested or not shown.

The line under a structure holds: GalR3 antag	pCIP destab	CRFR2-BP antag	IDE cell inh	CRFR2-BP ag	CHRM4 PAM	PHOSPHO1 block	IDE cell activ	MEKK3 PB1 HTS
- O=C(NCc1ccccn1)C(=O)Nc1ccccc1
  8.9	-2.6	-21.2	4.9	0.0	14.1	3.4	1.6	99.0
- CC(C)CNc1nc(Oc2ccc(=O)[nH]n2)nc(N(C)C)n1
  -4.0	-5.0	-60.5	-1.6	3.8	11.0	4.4	-1.7	98.0
- CC(C)(C)OC(=O)N[C@@H](COCc1ccccc1)C(=O)N[C@@H](CO)[C@H](O)[C@@H]1C[C@@H]1C(=O)N1CCCC1
  -3.5	-0.9	-3.5	-0.1	2.0	3.1	-13.0	5.0	101.0
- COc1cccc(C#Cc2ccc3c(c2)O[C@H](CN(C)S(=O)(=O)c2ccccc2F)[C@H](C)CN([C@H](C)CO)S3(=O)=O)c1
  -4.4	.	-8.6	.	0.8	-6.5	.	.	.
- Cc1ccc(CNC(=O)C2CCC(=O)N(Cc3cccc(F)c3)C2)s1 (stereo unspecified)
  -6.1	.	0.8	.	-1.7	-0.8	.	.	.
- CCOCCOC(=O)C1=C(C)Nc2ccc(C)cc2S1
  -3.2	1.1	7.5	-1.2	-1.2	17.7	-10.1	3.7	95.0
- COc1ccc(OC)c(NC(=O)Nc2ccc(Cl)cc2)c1
  .	-1.3	-2.3	2.3	3.1	-0.9	11.3	6.5	103.0
- COc1cccc(N=Nc2c(=O)[nH]n3c(=O)cc(C)[nH]c23)c1
  -1.4	-6.9	16.0	0.6	-2.9	6.3	-5.9	5.2	98.0
- c1ccc(-c2nc3cc4ccccc4cc3[nH]2)nc1
  -2.8	6.2	-10.2	-0.8	0.3	0.6	3.6	0.1	101.0
- CC(=O)c1c(O)cc(=O)oc1-c1ccc(C)cc1
  0.8	.	4.8	-4.1	-4.3	-1.8	.	3.3	.
- CC1(C)CC(=O)C(C=NCC(O)c2ccccc2)=C(O)C1 (stereo unspecified)
  -8.1	-8.2	-0.2	0.1	-2.6	-2.6	53.6	-2.7	96.0
- CC(=O)c1ccc(NC(=O)CSc2nnc(C3CC3)n2C2CC2)cc1
  -3.1	.	2.7	0.5	-1.4	4.8	.	6.3	.
- O=c1c2ccc(Cl)cc2[nH]c(=S)n1CCC1=CCCCC1
  4.5	5.4	12.0	-1.3	17.2	4.9	-7.9	-1.4	102.0
- O=C(NCc1ccc(F)cc1)c1cc2c(s1)CS(=O)(=O)C2
  -9.1	-12.3	7.4	-2.8	-0.9	4.0	38.2	6.3	102.0
- COc1cc(O)c(C(C)=O)c(OC)c1
  -3.9	.	-7.5	.	-0.9	-5.4	.	-1.8	.
- N#C/C(=C(/O)c1ccc2c(c1)OCO2)c1nc2cc(C(F)(F)F)ccc2s1
  -12.7	-22.8	34.2	4.7	12.4	-5.3	-13.2	6.8	99.0
- Cc1ccccc1C(C(=O)NC1CCCCC1)N(C(=O)c1ccccn1)c1cccnc1 (stereo unspecified)
  -2.1	-3.3	-18.5	3.7	-0.5	-8.0	59.6	3.8	98.0
- O=C(O)CCCC(=O)Nc1ccc(N2CCCC2)cc1
  -3.0	-2.1	-7.4	1.9	4.3	2.9	27.8	2.9	103.0
- CCCCN=C1NC(=O)C(CC(=O)Nc2ccc(Cl)cc2)S1 (stereo unspecified)
  -4.4	2.8	14.3	0.0	-1.5	-6.1	2.5	2.5	97.0
- COC(=O)Cc1cc(=O)[nH]c(/N=C(\N)Nc2ccccc2)n1
  -4.4	-5.2	13.5	3.2	-4.1	-0.5	11.5	-5.4	103.0
- COc1ccc(S(=O)(=O)Nc2ccccn2)cc1C
  -7.0	-6.0	-25.3	-2.6	-2.2	-3.5	42.9	4.1	102.0
- O=C(O)c1ccc(N2C(=O)CC(N3C(=O)/C(=C/c4ccc(Cl)cc4)SC3=S)C2=O)cc1 (stereo unspecified)
  -5.9	-12.0	44.8	5.1	0.5	-1.0	28.5	-2.9	100.0
- CN(C(=O)CC(NC(=O)c1ccccc1Cl)c1ccccc1)c1ccccc1 (stereo unspecified)
  -2.5	-218.9	9.1	-0.1	-2.3	0.1	36.6	6.3	102.0
- O=C(Cn1c(=O)oc2cc(S(=O)(=O)N3CCOCC3)ccc21)N1CCc2ccccc2C1
  1.1	-4.5	-14.4	2.4	1.4	4.9	-3.3	-3.2	114.0
- COC(=O)c1cc(C(=O)OC)cc(N2C(=O)CC(NNC(=O)c3ccccc3Cl)C2=O)c1 (stereo unspecified)
  -7.0	-16.8	5.0	1.6	3.0	-2.9	-8.1	-0.4	93.0
- CC(C)c1ccc(NC2=CC(=O)CC(C)(C)C2)cc1
  -6.2	-7.8	14.3	11.7	-3.9	-6.4	38.1	-12.5	99.0
- OCCC1CN(Cc2ccc(F)cc2)CCN1CCCc1ccccc1 (stereo unspecified)
  3.4	-1.7	-11.4	.	9.7	-0.3	29.1	-2.1	106.0
- O=C(Nc1cnn(Cc2ccc(F)cc2)c1)C(c1ccccc1)c1ccccc1
  -2.0	8.9	8.8	6.7	4.8	5.7	-4.4	-6.5	101.0
- COc1ccc(CNc2ccc(C(=O)O)cc2)cc1
  -2.4	-2.9	-2.9	-3.6	1.7	1.7	18.5	1.2	97.0
- Cc1ccc(/C=C/C(=O)OCC(=O)NC(C)C)o1
  -2.9	3.6	21.1	5.5	1.5	10.6	16.5	4.8	91.0
- COc1ccc(CN=Cc2c(C(=O)O)[nH]c3ccccc23)cc1
  -7.0	-1.1	16.9	3.0	1.6	4.6	-12.7	0.6	81.0
- CCOC(=O)C1CCN(C(=S)Nc2ccc(Cl)cc2C)CC1
  -3.6	-4.8	5.6	3.0	0.0	1.9	42.1	0.7	93.0
- O=[N+]([O-])c1ccc(/C=C/C2=NN(c3ccccc3)C(c3ccco3)C2)cc1 (stereo unspecified)
  -5.2	-7.2	-173.6	36.4*	182.5*	-9.0	0.8	-100.2	.
- COc1ccc(NC(=O)c2cccc(NS(=O)(=O)c3ccccc3)c2)cc1
  -2.8	7.9	5.7	9.3	-1.5	-4.9	20.1	-0.9	98.0
- Cc1ccc(N2CC(C(=O)N3CCC(C(=O)Nc4nncs4)CC3)CC2=O)cc1 (stereo unspecified)
  -1.3	-8.9	6.2	-6.0	-1.4	-3.8	31.0	2.8	101.0
- CC(C)(C)c1ccc(C(=O)Oc2ccc3c(c2)OCC3=O)cc1
  -0.9	-5.1	-2.9	1.7	8.9	3.6	-1.3	8.1	105.0
- CCCNCCC(c1ccco1)c1ccccc1OC (stereo unspecified)
  -7.7	-12.0	55.6*	-3.3	-0.1	-15.3	24.4	5.3	104.0
- O=C(NCCCN1CCOCC1)c1ccc(Br)cc1
  0.5	-4.6	-1.6	1.3	0.3	-1.2	2.7	3.9	98.0
- c1ccc2c(c1)OCC(c1nnc3n1-c1ccccc1SC3)O2 (stereo unspecified)
  5.5	-4.3	4.4	4.6	1.3	-3.0	-33.3	1.0	88.0
- COc1ccc2nc(SCC(=O)Nc3ccccc3C)[nH]c2c1
  1.2	-5.9	5.3	8.3	-3.5	2.8	10.5	-3.4	105.0

2 records picked at random from those above, as already listed:
The line under a structure holds: GalR3 antag	pCIP destab	CRFR2-BP antag	IDE cell inh	CRFR2-BP ag	CHRM4 PAM	PHOSPHO1 block	IDE cell activ	MEKK3 PB1 HTS
- Cc1ccc(N2CC(C(=O)N3CCC(C(=O)Nc4nncs4)CC3)CC2=O)cc1 (stereo unspecified)
  -1.3	-8.9	6.2	-6.0	-1.4	-3.8	31.0	2.8	101.0
- Cc1ccc(/C=C/C(=O)OCC(=O)NC(C)C)o1
  -2.9	3.6	21.1	5.5	1.5	10.6	16.5	4.8	91.0

Additional structures follow:
The line under a structure holds: GalR3 antag	pCIP destab	CRFR2-BP antag	IDE cell inh	CRFR2-BP ag	CHRM4 PAM	PHOSPHO1 block	IDE cell activ	MEKK3 PB1 HTS
- CNC(=O)C(=O)NCC1OCCCN1S(=O)(=O)c1cccs1 (stereo unspecified)
  -2.0	3.5	13.4	-0.1	1.4	0.3	1.5	0.1	106.0
- COc1ccc(CCNC(=O)C2CCN(S(=O)(=O)c3ccc(SC)cc3)CC2)cc1
  -13.2	-3.7	20.9	1.1	1.8	-0.2	24.1	0.1	110.0
- COc1ccc(Cl)cc1-c1nc(SCC(=O)NC2CCS(=O)(=O)C2)n[nH]1 (stereo unspecified)
  -3.8	.	-2.1	-0.6	-0.5	2.2	.	1.0	.
- CCN(CC)c1ccc(/C=C2/C(=O)c3ccc(C(=O)O)cc3C2=O)cc1
  -5.7	3.5	-227.7	138.4*	215.4*	-12.0	5.7	-71.5	99.0
- O=C(O)C1=CC[C@@H](c2ccc(Cl)cc2)N(S(=O)(=O)c2ccc(Cl)cc2)[C@H]1c1ccc(Br)cc1
  -8.5	.	-31.6	1.9	-5.8	-6.9	.	4.1	.
- CC(=O)C(C)Sc1nnc(-c2ccccc2F)n1C1CC1 (stereo unspecified)
  -6.2	-5.7	-8.8	1.3	0.2	2.0	-128.6	2.5	101.0
- CCCCN(C(=O)c1c(CC)noc1C)c1c(N)n(CCCC)c(=O)[nH]c1=O
  2.8	.	-1.8	-7.2	0.3	1.1	.	-0.2	.
- COc1cc(NC(=O)c2ccc(C)cc2C)ccc1NC(=O)c1cc2ccccc2o1
  1.4	-9.8	-1.9	3.0	2.1	7.8	40.1	-3.0	102.0
- CCN(CC)C(=O)Cn1cc(/C=C(\C#N)C(=O)N2CCN(c3ccccc3)CC2)c2ccccc21
  -2.8	-8.2	-37.8	-2.9	-1.8	3.4	-12.0	3.4	105.0
- Cc1cc(NC(=O)COC(=O)c2ccc(S(=O)(=O)N3CCCc4ccccc43)cc2)no1
  0.5	-12.8	-21.4	1.0	0.7	4.3	-41.0	6.1	105.0
- O=C(NC1CCCCC1)C(Cc1ccccc1)NS(=O)(=O)c1cccs1 (stereo unspecified)
  -2.8	-3.1	3.7	0.8	0.0	5.6	13.8	2.3	103.0
- S=c1nc(C23CC4CC(CC(C4)C2)C3)[nH][nH]1
  0.5	7.8	-1.4	3.5	0.3	-1.9	50.9	4.3	79.0
- CCOC(=O)N1CCN(C(=O)CC(=O)Nc2ccc3nc4n(c(=O)c3c2)CCCCC4)CC1
  -3.4	5.8	3.5	-8.6	4.4	2.4	-6.6	3.3	102.0
- COCCn1c(SCc2nc3sc(C(=O)OC)c(C)c3c(=O)[nH]2)nc2ccccc21
  -3.0	-11.4	-5.1	-0.9	9.4	-0.5	92.2*	4.6	101.0
- O=C(Nc1ccc(N2CCOCC2)cc1)c1cccc2c(Br)cccc12
  -6.2	-18.1	-5.8	7.2	-0.5	6.5	44.9	2.7	99.0
- CN(C)/C=N/NC(=O)c1ccccc1
  5.9	-1.6	-5.8	3.9	-0.8	-1.5	-12.3	1.5	94.0
- CC(=O)Oc1ccccc1C(=O)C=Cc1cccc([N+](=O)[O-])c1
  27.6*	.	-35.7	.	-0.6	4.7	.	-3.9	.
- Cc1cc(-c2sccc2Br)nc(-n2cccc2)n1
  2.9	-10.3	11.9	.	1.3	5.5	8.4	-0.2	103.0
- CC1CC(=O)Nc2ccccc2N1C(=O)Cn1cnc2ccccc2c1=O (stereo unspecified)
  5.3	.	-10.5	-0.2	0.1	-0.1	.	3.4	.
